Screens (PubChem)
NadD inh – inhibitors of Staphylococcus aureus NadD; purified NadD enzyme, colorimetric absorbance read-out; inhibition, % at 20 µM; actives 0.78% (n = 360,000); in the data active = inhibition above about 26%; also: some compounds past the cut are filed as inactive
Tb MetRS inh – Trypanosoma brucei MetRS inhibition; actives 0.4% (n = 360,000); AID 624268; inhibition, % at 11.9 µM; purified T. brucei MetRS, ATP depletion, Kinase-Glo luminescence;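 active = inhibition above a per-plate cutoff of the control wells' mean inhibition plus 3 SD, cut at about 5.5% in these data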;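 also: 0% = DMSO wells median and 100% = median of wells with control inhibitor compound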
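Test system – parasite MetRS enzyme · Reagent – substrates ATP, L-methionine and bulk Escherichia coli tRNA · Doses – 11.9 µM compound single dose, 0.9% DMSO · Times – 15 min enzyme-compound preincubation, 2 h reaction, 10 min detection, 25 °C · Signal – Kinase-Glo luminescence, ATP depletion format · Controls – DMSO-only wells as low control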
SKN-1 inh – inhibitors of C. elegans SKN-1 | C. elegans VP596 Pgst-4::GFP/RFP ratio, acrylamide-induced, 24 h | inhibition, % at 21.8 µM | actives 0.49% (n = 360,000);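 active = interference check ratio from 0.5 to 1.5 plus GFP to RFP signal ratio inhibition reaching or exceeding a fixed threshold, cut at about 30% in these data, passing the limit was not always enough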; also: some compounds called inactive have numbers as strong as hits
CendR NRP1 mod – alters CendR peptide binding to human NRP-1; O14786; actives 0.85% (n = 360,000); inhibition, % at 25 µM; FAM-RPARPAR peptide binding to NRP-1, fluorescence polarization;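 active = inhibition or corrected inhibition above about 18%, plus a signal ratio from 0.5 to 1.5, limit read from the data, passing the limit was not always enough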; also: strong numbers were not always called active
Neddylation inh – blocks human cullin neddylation; AID 651699; calls only at 25 µM; P61081+Q13564; actives 0.58% (n = 360,000); TR-FRET cullin neddylation, biochemical; in the data active = inhibition above about 36%
DNMT1 inh – blocks human DNA methyltransferase DNMT1; P26358; DNMT1 molecular beacon, Hinp1I cleavage, fluorescence; inhibition (reported as % activation of signal), % at 10 µM; actives 0.83% (n = 360,000); AID 588458; in the data active = inhibition above about 50%
Target sequence (P26358 504-1616 limits assumed): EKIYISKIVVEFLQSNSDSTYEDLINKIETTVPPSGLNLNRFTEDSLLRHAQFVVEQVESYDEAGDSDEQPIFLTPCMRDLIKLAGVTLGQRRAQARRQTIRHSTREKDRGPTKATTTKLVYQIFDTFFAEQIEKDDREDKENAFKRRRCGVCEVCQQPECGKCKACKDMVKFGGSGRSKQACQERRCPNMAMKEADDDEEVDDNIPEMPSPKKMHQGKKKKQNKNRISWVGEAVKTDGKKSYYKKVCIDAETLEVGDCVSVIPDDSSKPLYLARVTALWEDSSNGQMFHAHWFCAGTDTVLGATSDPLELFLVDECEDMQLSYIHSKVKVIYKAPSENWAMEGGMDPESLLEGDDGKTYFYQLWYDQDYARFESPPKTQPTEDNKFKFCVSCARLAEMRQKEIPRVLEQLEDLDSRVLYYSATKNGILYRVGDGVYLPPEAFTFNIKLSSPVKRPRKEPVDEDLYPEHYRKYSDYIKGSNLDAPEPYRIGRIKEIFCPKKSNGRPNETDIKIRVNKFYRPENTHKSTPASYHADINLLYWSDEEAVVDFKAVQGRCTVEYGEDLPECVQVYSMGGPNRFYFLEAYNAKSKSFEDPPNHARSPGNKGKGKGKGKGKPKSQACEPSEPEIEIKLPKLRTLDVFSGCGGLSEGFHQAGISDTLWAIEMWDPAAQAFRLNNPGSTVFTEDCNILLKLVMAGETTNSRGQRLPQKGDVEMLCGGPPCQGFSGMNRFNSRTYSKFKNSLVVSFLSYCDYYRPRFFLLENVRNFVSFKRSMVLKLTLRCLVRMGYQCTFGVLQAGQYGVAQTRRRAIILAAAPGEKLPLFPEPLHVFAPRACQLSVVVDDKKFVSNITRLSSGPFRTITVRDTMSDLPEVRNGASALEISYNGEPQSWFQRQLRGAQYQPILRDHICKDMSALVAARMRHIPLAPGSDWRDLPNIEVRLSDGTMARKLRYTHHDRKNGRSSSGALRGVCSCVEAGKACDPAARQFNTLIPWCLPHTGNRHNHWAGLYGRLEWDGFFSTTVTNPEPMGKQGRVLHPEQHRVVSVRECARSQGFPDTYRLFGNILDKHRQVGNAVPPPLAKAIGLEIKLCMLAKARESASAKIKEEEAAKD
STEP inh – STEP (human) phosphatase inhibition. P54829. actives 0.25% (n = 360,000). inhibition, % at 20 µM. AID 588621. recombinant STEP, OMFP fluorogenic substrate, fluorescence;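 active = inhibition at 20 µM, scaled per plate between control wells, above about 37%, limit read from the data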;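 also: 0% = DMSO with enzyme and substrate and 100% = substrate only without enzyme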
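Material: STEP (striatal-enriched tyrosine phosphatase) enzyme, cell-free; Compound dosing: 20 µM single dose in 1% DMSO; Technique: fluorescence read at 480 nm ex / 540 nm em; Times: reaction 20 min, ambient temperature; Medium: 50 mM Bis-Tris pH 6.0 with 2.5 mM DTT and 0.005% Tween 20; Also added: OMFP at 25 µM.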
SUMO1-SIM PPI – alters human SUMO1 binding to SIM partners; inhibition, % at 20 µM; actives 0.33% (n = 360,000); AID 602429; SUMO1 binding to a labelled peptide, TR-FRET, 1 h; in the data active = inhibition above about 37%
LMPTP block – LMPTP (human) inhibition | actives 0.22% (n = 360,000) | inhibition, % at 20 µM | P24666 | AID 651560 | recombinant LMPTP-A, OMFP fluorogenic substrate, fluorescence intensity;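 active = compounds that cut the enzyme signal by at least half of the control window in the single-dose screen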;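 also: plate controls were DMSO wells with enzyme plus substrate for no effect and substrate without enzyme for full effect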
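Buffer or medium: Bis-Tris pH 6.0, DTT, detergent; Assay system: LMPTP-A enzyme; Quantity: 0.625 nM enzyme; Detection: endpoint fluorescence intensity; Times: 50 min dark incubation at room temperature; Controls: substrate-only low control, DMSO enzyme-plus-substrate high control; Doses: single 20 µM dose; Read-out: percent inhibition versus substrate-only and uninhibited controls; Reagent: 400 µM OMFP.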
Scp-1 inhibitor – Scp-1 (human) phosphatase inhibition; AID 493091; inhibition, % at 20 µM; actives 0.88% (n = 340,000); Recombinant Scp1, phosphopeptide, malachite green phosphate absorbance;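 active = inhibition above about 50% at 20 µM, limit read from the data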;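 also: plate controls were DMSO wells with enzyme for no effect and wells lacking enzyme for full effect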
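System: truncated SCP-1 phosphatase (76-261aa); medium: Tris acetate buffer pH 5.5 with MgCl2 and Tween-20; incubation: 45 min room-temperature reaction, 5 min colour, 30 min stabiliser; compound: single 20 µM dose, 1% DMSO; reagent: Phosphorylated 17-residue peptide substrate; read-out: % inhibition at 20 µM; technique: colorimetric free-phosphate detection, absorbance 630 nm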
* hit, by the source's call; i = inactive; x = not tested or not shown.

Tb MetRS inh,Structure,Neddylation inh,Scp-1 inhibitor,DNMT1 inh,STEP inh,LMPTP block,SUMO1-SIM PPI,NadD inh,CendR NRP1 mod,SKN-1 inh
0.0,Cc1cc(=O)c(C(=O)O)c(C)n1-c1ccccc1,i,5,5,-1,0.9,8,4,-3,6
-0.9,COc1ccccc1NS(=O)(=O)c1cc(NC(=O)Nc2cccc(C)c2)ccc1N1CCCCC1,i,11,-6,-1,3.4,1,30*,10,14
-0.1,O=C(NC1CCCCC1)C(c1ccc(O)c(O)c1)N(C(=O)Cn1nnc2ccccc21)c1cccc(O)c1 (stereo unspecified),i,33,4,2,0.2,3,4,2,0
-0.4,Cc1cc(Cl)ccc1Oc1ccccc1C(=O)CC#N,i,-6,-5,0,0.6,2,4,-11,4
1.0,c1ccc2c(C3=NNC(=NC4CC4)SC3)c[nH]c2c1,i,-5,-13,0,1.8,-9,2,-43,1
-1.1,COc1ccccc1C1=NOC(CN2C(=O)c3ccccc3S2(=O)=O)C1 (stereo unspecified),i,-7,0,0,-1.6,1,-5,-5,5
-1.4,CS(=O)(=O)n1nc(-c2cccnc2)nc1NCc1ccccc1,i,6,7,-1,1.1,-2,-3,5,0
-1.0,Cc1nc(SCc2ccc(OCCC(C)C)cc2)n[nH]1,i,1,-1,-1,0.7,-3,2,-2,-3
0.3,COC(=O)C(CCC(C(=O)OC)N1C(=O)c2ccccc2C1=O)N1C(=O)c2ccccc2C1=O (stereo unspecified),i,-3,4,3,0.4,10,1,-6,14
-0.5,Cc1ccc(NC(=O)CNc2ccccc2N2CCCC2=O)cc1S(=O)(=O)N1CCOCC1,i,-1,1,0,-1.0,3,-1,2,-18
-0.3,CCN(CC)C(=O)c1cccc(-c2csc(C(O)c3ccc(F)cc3)n2)c1 (stereo unspecified),i,x,5,-4,-1.0,5,-5,11,7
-0.3,CCOc1ccc(S(=O)(=O)N2CCCCC2)cc1NC(=O)CCNC(=O)c1ccco1,i,-6,2,1,-0.6,1,1,0,12
-0.2,CC(C)CC(=O)Nc1ccc(C(=O)COC(=O)C2CC(=O)N(Cc3ccccc3)C2)cc1 (stereo unspecified),i,-7,-4,1,-0.4,-3,-1,7,-12
-0.6,Cc1ccc(C)c(NCC(O)c2ccccc2)c1 (stereo unspecified),i,-12,0,-1,0.9,1,-3,10,9
-0.7,CCNC(=S)Nc1ccc(OC(F)(F)F)cc1,i,-5,-1,-1,-1.0,-1,-3,-7,-10
-0.2,COc1ccc2oc(C(=O)OCC(=O)N3CCN(S(=O)(=O)c4ccc(C)cc4)CC3)c(C)c2c1,i,-2,2,0,0.9,5,11,-4,-7
-0.5,Nc1ncnc2c1ncn2[C@@H]1O[C@H](CNCc2cccn2-c2nccs2)[C@@H](O)[C@H]1O,i,4,2,0,-1.4,0,-2,-12,-13
-0.4,CC(C)c1ccc(NC(=O)Nc2nc(C(N)CCc3ccccc3)cs2)cc1 (stereo unspecified),i,x,2,2,-3.4,-97,17,-6,13
-0.7,CCC(C)[C@H]1CNC(=O)C(=O)N1CC(C)(C)C (stereo partly specified),i,x,x,x,-1.2,3,-6,-6,3
-0.1,O=C(CSC1=NS(=O)(=O)c2cc(Cl)ccc2N1)Nc1ccccc1C(F)(F)F,i,7,1,0,-0.3,1,4,10,5
0.6,N#C/C(=C\c1cccc(Oc2ccc(C(F)(F)F)cc2[N+](=O)[O-])c1)c1nc2ccccc2[nH]1,i,24,-10,4,3.3,-1,38*,-24,-14
-0.5,COc1ccc(C)cc1NC(=O)NC(C)c1ccncc1 (stereo unspecified),i,-9,1,-2,-0.8,-3,-3,-3,-1
-0.5,CCCCNC(=O)C1CC(=O)N(CCC(C)C)C1 (stereo unspecified),i,0,2,-2,-2.8,3,2,13,-7
0.0,CCOC(=O)c1sc(NS(=O)(=O)c2ccccc2)nc1C,i,1,0,0,-2.1,4,1,-4,-6
-1.2,Cn1c(C(=O)N2CCN(C(=O)c3ccco3)CC2)cc2c(=O)n3ccccc3nc21,x,1,2,-1,-0.5,0,3,-4,-40
0.3,CCCC(=O)N(c1ccc(OC)cc1)C1C=CS(=O)(=O)C1 (stereo unspecified),i,-4,5,2,-1.2,0,-5,-5,1
-0.5,CCOC(=O)C(C)n1cnc2c(cnn2-c2ccc(Cl)cc2)c1=O (stereo unspecified),i,2,-1,1,-2.1,-4,-2,7,-16
-0.6,Cc1nn(Cc2ccccc2)c(C)c1CCC(=O)O,i,-5,11,3,-1.4,2,0,11,-5
-0.3,COc1ccc(-n2c(=S)[nH]c3cc(C(=O)N4CCN(c5ccccc5)CC4)ccc3c2=O)cc1,i,-4,8,-1,0.8,8,11,5,5
0.0,O=C(Nc1ccc(Cl)cc1)c1nc[nH]c1C(=O)NCCCCNC(=O)c1[nH]cnc1C(=O)Nc1ccc(Cl)cc1,x,-3,28,-6,1.0,18,30*,9,17
0.3,CN(CC(=O)Nc1cccc(F)c1)C(=O)COc1ccc2c(c1)CCC2,i,-9,0,-3,0.5,0,-5,6,-7
-0.2,COc1ccc(C2/C=C\CN(S(=O)(=O)/C=C/c3ccccc3)CC(=O)N2Cc2ccc(F)cc2)cc1 (stereo unspecified),i,-4,3,3,0.2,-6,1,-2,8
-0.3,COc1ccc(N(C)S(=O)(=O)c2cccc(C(=O)NCC3CCCO3)c2)cc1 (stereo unspecified),i,6,-3,-1,-0.1,1,2,-1,-12
0.2,CCOc1ccc(CCNC(=O)COC(=O)c2cc(OC)cc(OC)c2)cc1OCC,i,2,-1,2,-1.5,10,-7,8,-8
-0.2,COc1cc2sc3ccc(C#Cc4ccc(N)cc4)cc3c(=O)c2cc1OC,i,9,-19,0,0.8,3,13,-4,40*
-0.5,Cc1c(C(=O)Nc2nc3ccccc3[nH]2)oc2ccc(Br)cc12,i,9,4,1,1.0,-1,14,12,12
0.0,COc1ccc(C)cc1NC(=S)Nc1ccccc1SC,i,-3,-5,4,0.4,-2,0,4,2
-0.2,Cc1ccc(C(=O)Nc2ncc([N+](=O)[O-])s2)cc1,i,4,4,1,1.0,-23,-3,-4,37*
-0.3,COc1ccc(-c2csc(C(C)(O)c3cccc(OC)c3)n2)cc1 (stereo unspecified),i,x,5,-2,0.3,-1,-3,-9,-3
4.2,Nc1[nH]c2cc([N+](=O)[O-])ccc2c1-c1ccccn1,i,4,-21,-1,10,-41,0,-237,16
-0.5,O=C(Nc1ccccc1)/C(=C1\CCCN1)[N+](=O)[O-],i,-5,0,1,-0.8,1,-1,0,3
-0.1,COc1ccc(C2CC(=O)N3CN(c4ccc(C)c(Cl)c4)CSC3=C2C#N)cc1 (stereo unspecified),i,-11,-10,2,2.4,2,18,-38,0
0.4,O=C(Nc1nc2c(F)cc(F)cc2s1)c1ccc([N+](=O)[O-])o1,i,24,7,5,30,-10,-4,19,8
0.0,Cc1cccc(NC(=O)c2ccc3c(c2)OCCO3)n1,i,-4,0,-1,-0.2,-4,2,-5,12
-1.1,NS(=O)(=O)c1ccc(NC(=O)CCc2ccccc2)cc1,i,10,-1,-1,1.5,3,-7,4,-5
0.2,CCCCNc1ncnc2sc3c(c12)CCN(CCC)C3,i,-7,-4,-1,0.7,-8,-3,-14,11
-0.2,Cc1cccc(C)c1NC(=O)CSc1cc(C(=O)c2nccn2C)c2ccccc2n1,i,-4,0,-2,-0.9,-9,-5,-13,11
0.0,O=C(/C=C/c1ccco1)Nc1ccc2nc3n(c(=O)c2c1)CCCC3,i,3,0,0,3.9,-4,4,-14,6
-0.4,CCC1CCCCN1S(=O)(=O)c1ccc(NC(=O)C2CC(=O)N(C(C)(C)C)C2)cc1 (stereo unspecified),i,-3,0,0,0.9,2,4,-3,2
-1.2,Cc1cccc(Cn2cnc3ccccc32)c1,i,0,3,0,-0.7,-1,-2,-12,-14
0.4,CS(=O)(=O)c1ccc2nc(NC(=O)c3ccc(Cl)cc3)sc2c1,i,-10,1,0,0.3,-12,-1,-2,-9
-0.3,COCCCn1c(=O)c2sccc2n(Cc2ccccc2)c1=O,i,0,3,0,1.0,2,5,5,5
-1.1,COc1cc(SC)ccc1C(=O)Nc1ncc(C)s1,i,-8,1,-1,0.4,-2,-3,14,16

In a second layout: entries from further up.
Results follow in this order: Tb MetRS inh, Neddylation inh, Scp-1 inhibitor, DNMT1 inh, STEP inh, LMPTP block, SUMO1-SIM PPI, NadD inh, CendR NRP1 mod, SKN-1 inh
- O=C(CSC1=NS(=O)(=O)c2cc(Cl)ccc2N1)Nc1ccccc1C(F)(F)F
    -0.1, i, 7, 1, 0, -0.3, 1, 4, 10, 5
- N#C/C(=C\c1cccc(Oc2ccc(C(F)(F)F)cc2[N+](=O)[O-])c1)c1nc2ccccc2[nH]1
    0.6, i, 24, -10, 4, 3.3, -1, 38*, -24, -14
- COc1ccc(C)cc1NC(=O)NC(C)c1ccncc1 (stereo unspecified)
    -0.5, i, -9, 1, -2, -0.8, -3, -3, -3, -1
- CCCCNC(=O)C1CC(=O)N(CCC(C)C)C1 (stereo unspecified)
    -0.5, i, 0, 2, -2, -2.8, 3, 2, 13, -7
